HSF1 inhib = HSF1 inhibitors in luciferase reporter cells, primary screen, cell-based, NIH3T3, luminescence | NIH3T3-HGL HSE-luciferase, MG132-induced, luminescence 8 h; stronger effect = lower value | hit rate 0.77% among 300,000 | activity change, negative = inhibition, % at 7.5 µM (by protocol) | AID 2098, 2009;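 active = more than half of replicate wells show activity change below -50%, luminescence cut by over half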;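 also: luciferase reports HSF-1 transcriptional activity via heat shock element; 0% = median of DMSO wells and -100% = zero luminescence signal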
KLF5 inh = KLF5 expression inhibitors, primary screen, DLD-1 cells, luminescence; DLD-1 KLF5 promoter-luciferase reporter; inhibition, % at 5 µM; hit rate 0.23% among 290,000;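 active = inhibition above a per-plate limit of that plate's mean compound inhibition plus 3 SD, cut at about 60% in these data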;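 also: 0% = DMSO wells and 100% = LY294002 at 200 µM; higher means less KLF5 promoter-driven luciferase light; inactives centre near -14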
AI-2 QS modul = Vibrio harveyi AI-2 quorum sensing modulators, primary screen, JMH597 strain, luminescence/OD600 ratio; hit rate 0.4% among 300,000; activity change, % at 7.5 µM; Vibrio harveyi JMH597 AI-2 luminescence/OD600 ratio, 9 h; stronger effect = lower value; strain lacks LuxN and CqsS sensors; 0 = neutral-control median; in the data active = activity change below about -75%, passing the limit was not always enough;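 also: luminescence divided by OD600 gain over 9 h not by final OD600 alone; inactives centre near 13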
HIF act = HIF pathway transcriptional activators, primary screen, cell-based, U2OS HRE-luciferase, luminescence. activation, % at 7.5 µM (by protocol). AID 1910, 2009. U2OS HRE-luciferase reporter; normalized: DMSO 0%, desferrioxamine 100%. hit rate 0.32% among 300,000;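 active = mean activation of at least 10% of the iron chelator positive control signal, with at least half of replicates also reaching 10%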
GSK3 alpha inh = blockers of GSK3A enzyme activity – biochemical, luminescence, cell-free homogeneous, HTS, primary screen | Glycogen synthase kinase-3 alpha (Homo sapiens), P49840 | GSK-3 alpha kinase, ADP-Glo luminescence, 60 min | inhibition, % at 10 µM | hit rate 0.1% among 320,000;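 in the data active = inhibition above about 50%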;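 also: GST-tagged GSK-3 alpha with peptide substrate and 25 µM ATP; 0% = DMSO neutral wells and 100% = GW8510 positive control wells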
Target sequence (P49840 whole entry, looked up): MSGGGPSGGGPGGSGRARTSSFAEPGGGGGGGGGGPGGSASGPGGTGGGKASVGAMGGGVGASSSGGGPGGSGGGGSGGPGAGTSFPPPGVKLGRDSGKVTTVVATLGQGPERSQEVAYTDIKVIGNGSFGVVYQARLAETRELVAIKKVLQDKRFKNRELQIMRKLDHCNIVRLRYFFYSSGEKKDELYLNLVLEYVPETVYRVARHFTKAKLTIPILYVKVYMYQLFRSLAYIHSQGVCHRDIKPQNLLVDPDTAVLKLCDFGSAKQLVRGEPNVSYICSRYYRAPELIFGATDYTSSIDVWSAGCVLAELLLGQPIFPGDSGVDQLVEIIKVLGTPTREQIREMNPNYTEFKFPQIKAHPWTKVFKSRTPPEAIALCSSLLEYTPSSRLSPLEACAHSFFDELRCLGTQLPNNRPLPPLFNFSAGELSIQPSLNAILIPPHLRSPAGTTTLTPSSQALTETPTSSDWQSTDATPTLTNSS
GSK3B inh = human GSK3beta kinase inhibitors, primary screen, biochemical, cell-free homogeneous, HTS. Glycogen synthase kinase-3 beta (Homo sapiens), P49841. GST-GSK3beta kinase, ADP-Glo luminescence, 60 min; stronger effect = lower value. activity score (negative = inhibition), % at 10 µM. hit rate 0.038% among 300,000;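 active = more than half of replicate wells score below -50%, meaning over 50% inhibition versus plate controls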;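 also: 0% = median DMSO wells and -100% = median GW8510 positive control wells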
Target sequence (P49841 whole entry, looked up): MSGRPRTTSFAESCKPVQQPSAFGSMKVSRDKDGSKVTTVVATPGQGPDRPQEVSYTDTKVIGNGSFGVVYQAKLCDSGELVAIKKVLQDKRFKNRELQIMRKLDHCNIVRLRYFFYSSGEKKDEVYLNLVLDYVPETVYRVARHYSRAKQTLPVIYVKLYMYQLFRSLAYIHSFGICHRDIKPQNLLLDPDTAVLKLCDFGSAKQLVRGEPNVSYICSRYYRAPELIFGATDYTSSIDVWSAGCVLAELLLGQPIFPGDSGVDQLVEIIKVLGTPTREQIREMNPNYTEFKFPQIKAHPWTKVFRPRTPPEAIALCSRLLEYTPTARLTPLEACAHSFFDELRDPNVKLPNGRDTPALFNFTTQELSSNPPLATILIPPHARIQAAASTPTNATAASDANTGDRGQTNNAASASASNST
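test system = GST-tagged human GSK3beta kinase, cell-free | reagent = 25 µM ATP with peptide substrate | dosing = one dose of 10 µM per compound | schedule = 60 min reaction, RT | detection = luminescent ADP-Glo measurement of ADP formed | control set = DMSO neutral wells and GW8510 at 20 µM as positive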
aSyn 5UTR inh = MLPCN primary screen, SNCA 5' untranslated region. inhibition, % (tested at 7.5 µM). alpha-synuclein 5'UTR reporter, inhibitor activity. hit rate 0.82% among 300,000; in the data active = inhibition above about 60%;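 also: H4 neuroglioblastoma cells stably carrying SNCA 5'UTR luciferase fusion; 0% = DMSO wells and 100% = positive control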
IEC-6 tox = cytotoxicity in IEC-6 intestinal epithelial cells, primary screen, cytotoxicity control for KLF5 inhibitor project, cell-based, luminescence. IEC-6 cytotoxicity, luminescence viability. inhibition, % at 5 µM. hit rate 0.78% among 290,000; in the data active = inhibition above about 22%;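 also: 0% = plate median of test compound wells and 100% = cytotoxic reference compound wells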
HSP90 inh = HSP90 inhibitors, primary screen, cell lysate, luminescence; Heat shock protein HSP 90 (rabbit reticulocyte lysate; luciferase refolding); Rabbit reticulocyte lysate, luciferase refolding luminescence, 3 h; inhibition, % at 5.6 µM; hit rate 0.91% among 290,000; AID 1789, 2009;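 active = inhibition above the screen-wide mean plus 3 SD, computed separately per campaign, cut at about 16% in these data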;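 also: 0% = DMSO wells and 100% = 60 µM geldanamycin wells; inhibitors lower the luminescence because luciferase stays unfolded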
HSF1 activator = HSF-1 activators, primary screen, NIH3T3-HGL cells, MG132 stress, luminescence, single point | AID 504408, 2011 | NIH3T3-HGL HSF-1 luciferase reporter, 8 h; 100% = twice DMSO control signal | hit rate 1.7% among 300,000 | activation, % at 9 µM;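 active = mean replicate activation of at least 50% with a set share of replicates each reaching 50%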;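 also: 0% = median of the neutral control wells and 100% = twice that signal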
Starred values were filed as active, the others as inactive; . = no result given.

Screens in order: HSF1 inhib	KLF5 inh	AI-2 QS modul	HIF act	GSK3 alpha inh	GSK3B inh	aSyn 5UTR inh	IEC-6 tox	HSP90 inh	HSF1 activator
CC(=O)NC(CC(=O)N1CCCC1)c1ccccc1 (centres undefined)
→ 1.3	-9.8	51.1	-0.1	-0.2	0.0	2.6	-2.2	-1.4	-1.6
N#CC1=C(N)C(C#N)(C#N)C2(C(=O)Nc3ccccc32)C2CCCC=C12 (centres undefined)
→ 4.4	-11.5	8.5	.	2.7	-20.2	-55.0	5.4	4.2	0.6
O=C(c1ccccc1)N1CCN(c2nc3ccc([N+](=O)[O-])cc3s2)CC1
→ 2.4	-10.0	21.3	-1.1	-3.6	1.6	29.1	-1.1	2.7	-8.9
C/C(=N\NC(=O)c1ccccc1C)c1ccc(N2CCOCC2)cc1
→ 3.5	-43.6	10.0	0.6	-3.2	3.3	-6.9	4.3	0.5	-11.5
O=C(Nc1ccc2c3c(cccc13)CC2)c1ccco1
→ 9.6	-40.9	23.3	1.3	.	-4.3	-64.7	-2.6	-1.1	10.6
Cc1ccc(C)c(NC(=O)CCC(=O)NNC(=O)C(c2ccccc2)c2ccccc2)c1
→ -1.3	6.1	9.2	0.3	-2.0	1.7	-23.1	-7.7	-1.7	-1.1
CCC(C)c1ccc(NC(=S)NC2CCN(Cc3ccccc3)CC2)cc1 (centres undefined)
→ 9.0	-32.6	11.5	0.3	-1.0	-0.5	20.2	2.5	8.3	12.4
CCn1c(SCC(=O)OC)nnc1-c1ccccc1
→ -1.4	5.5	1.8	-0.3	-0.2	5.7	-0.2	-2.8	-1.6	-3.1
NCC(O)CN1CCN(Cc2ccccc2)CC1 (centres undefined)
→ -1.1	2.5	-6.6	-6.7	-1.8	-2.2	6.4	-1.9	0.6	-10.7
CC(C)(C)C1CCC(OC(=O)CCC(=O)Nc2ccccc2)CC1 (centres undefined)
→ -1.3	-9.8	16.5	-0.5	-3.0	-0.2	6.3	0.3	1.5	-12.3
Cc1ccc(S(=O)(=O)NNC(=O)c2ccccc2O)cc1
→ 20.0	-24.8	-12.0	-0.7	-2.8	1.4	12.2	0.5	-2.7	28.0
CCN(CCCn1c(=S)[nH]c2ccc(N3CCOCC3)cc2c1=O)c1ccccc1
→ 10.3	-2.4	27.6	-0.7	1.2	1.1	-19.4	3.9	5.3	5.1
COc1ccc(NC(=O)CSc2ccc(C)cc2)cc1
→ 10.3	-42.4	12.6	3.6	-0.9	-3.7	-148.6	-2.3	-0.2	-4.9
CCCN1C(=O)/C(=c2\s/c(=C3\C=Cc4ccccc4N3CC)c(=O)n2-c2ccccc2)SC1=S
→ -4.8	-13.0	10.0	-0.4	-1.3	1.0	16.7	-1.1	-2.3	-2.5
O=C(Nc1nc(-c2ccco2)c(-c2ccco2)s1)C1CC(=O)N(c2ccc3c(c2)OCCO3)C1 (centres undefined)
→ -1.6	-0.7	26.8	0.7	-6.3	2.5	-15.0	-14.0	2.5	-14.8
Cc1noc(C)c1COc1ccc(C(=O)OCC(=O)N2CC3(C)CC2CC(C)(C)C3)cc1 (centres undefined)
→ .	-5.7	.	.	-0.6	.	.	0.5	6.1	.
O=C(C1CCCN(S(=O)(=O)c2cccc3nonc23)C1)N1CCN(c2cccc(Cl)c2)CC1 (centres undefined)
→ 1.2	-20.2	22.2	0.0	-6.4	-1.6	27.6	-2.1	0.6	11.1
O=C(COC(=O)c1ccccc1C(=O)OCC(=O)NCCc1c[nH]c2ccccc12)NCCc1c[nH]c2ccccc12
→ 18.2	.	3.1	0.2	-0.5	-1.5	-12.7	.	.	8.9
CCOc1ccc(OCCCC(=O)N2CCN(S(=O)(=O)c3ccc(Cl)cc3)CC2)cc1
→ 11.4	.	5.7	0.9	-3.4	4.3	-1.1	.	.	39.2
O=C(O)CCN=Cc1c(O)c2ccccc2oc1=O
→ -7.6	18.6	15.2	-0.5	0.5	-1.3	10.5	-0.8	1.1	-2.0
COc1ccc(NC(=O)c2ccc(-n3c(C)ccc3C)cc2)c(OC)c1
→ -2.9	-19.8	22.8	0.7	.	1.1	-33.6	-8.6	-0.8	12.2
CCC(=O)n1nc(-c2ccco2)nc1N
→ -0.6	-9.1	18.7	-0.1	-2.1	0.4	12.9	-0.8	3.1	0.1
Cn1ccnc1SCC(=O)Nc1cccc([N+](=O)[O-])c1
→ 2.6	-1.4	33.9	-0.2	0.1	0.6	-1.1	1.7	2.1	6.2
O=C1[C@@H]2[C@@H]3C[C@@H]([C@H]4ON=C(c5ccc(OCc6ccccc6)cc5)[C@@H]34)[C@@H]2C(=O)N1c1ccc2c(c1)OCO2
→ 2.1	-22.8	18.4	-0.2	2.7	-1.6	8.7	-1.2	-3.3	19.2
Cc1nc(Cl)sc1C(=O)Nc1ccc(C(F)(F)F)cc1
→ 8.6	-4.5	-40.5	0.6	-1.2	-1.3	-18.4	-3.4	4.9	24.6
CCOc1ccc(C(=O)NCC(=O)OCC(=O)N2CCCCC2)cc1
→ 0.3	-56.8	4.7	0.8	0.8	-0.4	-47.0	1.3	-2.0	-6.8
Cc1cc(NC(=S)N(CCN2CCCCC2)Cc2ccco2)ccc1Cl
→ 0.2	5.2	5.2	0.7	-4.4	1.0	-11.8	6.1	5.2	2.8
Cc1ccc(CSc2nnc([C@@H]3CCCN3)o2)cc1
→ 4.4	-16.5	14.4	-0.1	0.7	0.6	21.7	-4.3	-3.3	-6.4
CN(C)C(=S)c1ccc2ccccc2n1
→ 0.5	5.2	20.7	0.1	-2.6	1.9	21.6	0.2	2.4	8.9
COc1cccc(-c2nnc(SCC(=O)OC(C)C)n2N)c1
→ 0.0	13.0	19.7	-0.3	-1.4	-1.0	-15.1	-2.6	0.6	21.1
COc1ccc(CN2CCNC(=O)C2CC(=O)NCC2CCOCC2)c(C)c1C (centres undefined)
→ -1.8	-0.4	12.1	0.1	-0.9	1.5	0.0	-3.3	0.1	-4.5
CCCC(=O)c1cc(F)c(N2CCN(S(=O)(=O)c3ccccc3)CC2)cc1C
→ 0.3	1.0	14.6	-0.7	-2.4	0.3	17.9	2.1	1.9	1.7
CC(C)(C)CC(=O)Nc1cc2c3c(c1)CCN3C(=O)CC2
→ 1.9	-21.3	36.2	-0.3	1.3	-1.4	-20.3	7.5	0.7	8.8
COc1cc(C2C(C#N)=C(N)N(N(C)C)C3=C2C(=O)CCC3)ccc1O (centres undefined)
→ -2.0	-26.2	1.1	-27.9	2.1	-0.4	6.8	-1.6	-1.0	15.4
O=S(=O)(Nc1ccc(-c2csc(-c3ccccc3)n2)cc1)c1ccccc1
→ 8.3	-26.4	0.1	-0.3	-1.9	-2.6	17.4	1.8	1.5	42.4
CC1(C)CC(=O)C2=C(C1)N=C1SCCC(=O)N1C2c1ccc(C(F)(F)F)cc1 (centres undefined)
→ 21.2	12.8	18.3	0.3	-2.5	-1.6	-0.7	2.1	2.7	32.8
COc1ccc(S(=O)(=O)N2CCOC2CNC(=O)C(=O)NCCc2c[nH]c3ccccc23)cc1C (centres undefined)
→ 2.8	5.7	10.3	-0.2	-0.9	0.5	2.1	-7.4	2.6	-7.5
O=C(CN1CCN(Cc2ccccc2)CC1)NCC1COc2ccccc2O1 (centres undefined)
→ -3.3	-8.0	9.6	0.3	-4.8	-0.1	5.0	-3.0	0.0	-0.4
Cc1ccc(S(=O)(=O)N(C)c2ccc(OC(=O)c3ccc(N4CCCC4=O)cc3)cc2)cc1
→ 0.5	-13.8	2.7	-1.0	0.1	-1.4	-5.4	-0.3	-3.0	-3.1
O=C(NCCc1cccs1)C12CN(Cc3ccccc3)CC1C(c1cccc([N+](=O)[O-])c1)=NO2 (centres undefined)
→ 6.0	2.0	-1.9	-0.3	-0.8	3.7	10.3	-1.1	0.3	28.6
Cc1nnsc1C(=O)NC1CCCc2c1cnn2-c1ccc(C(C)(C)C)cc1 (centres undefined)
→ -1.7	-11.1	12.7	2.0	-1.4	3.6	26.1	-5.3	0.1	4.5
O=C(NCCc1c[nH]c2ccccc12)C1CCC(=O)N(CCc2cccc(F)c2)C1 (centres undefined)
→ -1.3	-50.8	11.8	-0.8	-2.4	-3.5	-1.6	-0.4	1.5	12.6
C[N+](C)(C)CC(=O)N1CCN(c2ccc3ccccc3n2)CC1
→ -31.8	-32.4	18.8	-12.0	-1.0	-0.5	-1.7	0.9	-0.3	-45.7
COc1ccc2oc(C(=O)OCC(=O)N(C)Cc3ccccc3)c(C)c2c1
→ -7.1	.	19.7	-0.2	-0.4	0.4	-7.9	.	.	9.5
COCC(=O)N1CCC(Oc2cccc(C(=O)NCc3ccccn3)c2)CC1
→ -2.4	-26.1	10.4	-0.4	-2.1	-0.5	4.0	-2.7	-6.1	3.2
COc1ccc(OC)c(S(=O)(=O)N2CCC(C(=O)NCc3ccc4c(c3)OCO4)CC2)c1
→ -6.9	-21.6	7.4	-0.3	-0.1	-3.5	2.1	6.5	1.1	-4.2
N#CC1=C(N)Oc2cc(O)c(Cl)cc2C1c1ccccc1F (centres undefined)
→ 6.4	-25.8	7.2	0.4	11.8	-4.0	6.1	0.8	-2.8	4.6
CSCC[C@H](NC(=O)COc1ccc(Cl)cc1)c1nc2ccccc2[nH]1
→ 0.7	-7.1	10.5	0.1	-2.3	4.7	1.1	3.4	-1.5	-0.8
O=C(Nc1cccc(O)c1)c1cc2nc(-c3ccccc3)cc(-c3ccccc3)n2n1
→ -5.9	-6.4	2.5	-1.5	-2.8	3.2	-0.1	2.1	-3.2	0.0
CCN(CC(=O)Nc1ccc(OC)cc1)C(=O)c1ccc([N+](=O)[O-])cc1
→ -6.8	-16.7	13.7	-0.8	-1.4	3.1	8.0	-4.6	2.3	-2.5
CCCCCOC(=O)C1=C(C)NC(=O)NC1c1ccccc1 (centres undefined)
→ 0.9	-18.6	8.1	0.2	-0.3	5.0	28.5	4.8	-1.3	-2.6

Structures from the list above that contain a tert-butyl group:
Screens in order: HSF1 inhib	KLF5 inh	AI-2 QS modul	HIF act	GSK3 alpha inh	GSK3B inh	aSyn 5UTR inh	IEC-6 tox	HSP90 inh	HSF1 activator
CC(C)(C)C1CCC(OC(=O)CCC(=O)Nc2ccccc2)CC1 (centres undefined)
→ -1.3	-9.8	16.5	-0.5	-3.0	-0.2	6.3	0.3	1.5	-12.3
CC(C)(C)CC(=O)Nc1cc2c3c(c1)CCN3C(=O)CC2
→ 1.9	-21.3	36.2	-0.3	1.3	-1.4	-20.3	7.5	0.7	8.8
Cc1nnsc1C(=O)NC1CCCc2c1cnn2-c1ccc(C(C)(C)C)cc1 (centres undefined)
→ -1.7	-11.1	12.7	2.0	-1.4	3.6	26.1	-5.3	0.1	4.5

Source: PubChem (several laboratories)
